# Compound activity deposited in PubChem BioAssay by National Center for Advancing Translational Sciences (NCATS).
# HCMV inh: blocks human cytomegalovirus replication. activity change, negative = inhibition, % at 57.5 µM. HFF cells, HCMV-luciferase reporter, 72 h; active compounds read low. AID 1259415. actives 4.5% (n = 410,000); in the data active means activity change below about -60%; inconclusive means no clear call, values can overlap the other calls; inactive means above about -39%
#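 Compounds were evaluated in HFFs infected with an HCMV luciferase reporter virus (MOI 1 PFU/cell). Luciferase in lysates collected 72 h post infection served as the replication measure.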
# Sm TGR block: inhibitors of Schistosoma mansoni thioredoxin glutathione reductase. Q962Y6. purified TGR, DTNB reduction, TNB absorbance 405 nm. Potency, µM (series often up to 114 µM), for inactives: top-dose activity change, negative = inhibition, actives largely listed as inhibitors. actives 3% (n = 360,000); further: potency means the concentration at half of the fitted maximal effect; nearly all actives have a fitted effect of over 60% in size
#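 First, TGR (20 nM dispensed) and NADPH were mixed with compound. Second, a 15 min room-temperature incubation followed. Third, further NADPH and then DTNB were added to start the reaction. Finally, TNB absorbance was monitored kinetically.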
# AmpC no deterg: AmpC beta-lactamase inhibition without detergent; P00811; AmpC nitrocefin hydrolysis, absorbance 480 nm, 0.0001% Triton; Potency, µM (highest dose often 57.1 µM), inactives show at the top dose activity change, negative = inhibition, actives largely listed as inhibitors; actives 0.52% (n = 330,000);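 further: potency means the concentration at half of the fitted maximal effect; plate controls were no compound for no effect and no enzyme for full effect; nearly all actives have a fitted effect of over 20% in size; some results filed as inactive show a strong effect at the top dose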
# Target sequence (P00811 whole entry, looked up): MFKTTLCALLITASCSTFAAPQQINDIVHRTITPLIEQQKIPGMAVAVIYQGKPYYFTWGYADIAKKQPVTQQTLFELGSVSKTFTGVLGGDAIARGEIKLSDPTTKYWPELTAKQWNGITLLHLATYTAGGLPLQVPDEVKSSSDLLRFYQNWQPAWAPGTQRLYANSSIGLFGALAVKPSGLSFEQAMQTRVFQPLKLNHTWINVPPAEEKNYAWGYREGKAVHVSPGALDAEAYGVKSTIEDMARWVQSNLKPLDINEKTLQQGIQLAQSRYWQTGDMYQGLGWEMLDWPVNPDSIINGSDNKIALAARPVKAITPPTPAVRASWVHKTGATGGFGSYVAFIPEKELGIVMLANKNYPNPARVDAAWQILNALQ
#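 AmpC (5.3 nM in the dispensed reagent) in 20 mM phosphate pH 7.0 with 0.01% (detergent screen) or 0.0001% Triton X-100 was preincubated with compounds for 15 min at room temperature. Nitrocefin was then added from an 800 uM solution, and hydrolysis was followed at 480 nm.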
# AMA1 RON2 block: disrupts binding of P. falciparum AMA1 to RON2. AlphaScreen AMA1-biotinylated RON2 peptide binding. Potency, µM (doses to about 58.2 µM), for the others: at the highest dose activity change, negative = inhibition, actives largely listed as inhibitors. actives 0.2% (n = 360,000). AID 720542;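 further: potency means the concentration at half of the fitted maximal effect; 0% = vehicle wells and -100% = peptide control; nearly all actives have a fitted effect of over 45% in size; some results filed as inactive show a strong effect at the top dose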
#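 AMA1 (3D7) with his tag at 25 nM final met compounds first, then biotinylated RON2 peptide at 25 nM; detection used donor plus acceptor beads, 10 µg/mL apiece, read by AlphaScreen after 30 min at room temperature.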
# Giardia FBPA inh: Giardia lamblia aldolase inhibition; actives 0.71% (n = 290,000); AID 2451; purified Giardia FBPA; Potency, µM (doses to about 59.6 µM), for inactives: at the top dose activity, negative = inhibition, most hits filed as inhibitors; A8B2U2; further: potency means the concentration at half of the fitted maximal effect; nearly all actives have a fitted effect of over 55% in size
# Target sequence (A8B2U2 whole entry, looked up): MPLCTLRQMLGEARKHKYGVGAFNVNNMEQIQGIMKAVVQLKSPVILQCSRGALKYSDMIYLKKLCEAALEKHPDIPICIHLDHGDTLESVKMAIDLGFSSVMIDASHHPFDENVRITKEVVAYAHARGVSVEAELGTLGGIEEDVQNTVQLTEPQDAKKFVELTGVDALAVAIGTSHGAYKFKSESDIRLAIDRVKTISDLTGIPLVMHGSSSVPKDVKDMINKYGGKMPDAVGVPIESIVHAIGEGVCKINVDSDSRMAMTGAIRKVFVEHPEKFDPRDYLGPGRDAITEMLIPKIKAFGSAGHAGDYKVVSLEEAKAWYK
#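 Giardia FBPA (40 nM reagent) was preincubated 10 min at RT with compound (up to 57.5 uM final), then substrate plus GAPDH/TPI/NAD/arsenate coupling system with diaphorase/resazurin was added; resorufin fluorescence (525/598 nm) was read after 20 min.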
# AmpC inh detg: AmpC beta-lactamase inhibition with detergent present. actives 0.041% (n = 370,000). P00811. Potency, µM (doses to about 114 µM), for the others: at the top dose activity change, negative = inhibition, usual class: inhibitors. AID 485294. AmpC hydrolysis of nitrocefin, absorbance 480 nm, 0.01% Triton;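 further: potency means the concentration at half of the fitted maximal effect; 0% = no-compound wells and -100% = no-enzyme wells; nearly all actives have a fitted effect of over 25% in size; some results filed as inactive show a strong effect at the top dose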
#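 20 mM phosphate pH 7.0 + 0.01% (detergent screen) or 0.0001% Triton X-100; 5.3 nM AmpC reagent; cpd preinc 15 min RT; nitrocefin (800 uM stock) to start; A480 q20 s × 4 min; Activity was normalised to no-enzyme and no-compound control wells.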
# The depositor's hits bear a star; ? = inconclusive; · = no result given; & = joins results of further samples; [ ] = dose if it differs, or a comment. Unless noted, the call rests on the fitted dose curve; in most records, active means well fitted curve in the direction sought with a large enough effect; inconclusive means small, poorly fitted or top-dose-only effect, or another doubt; inactive means no such curve, though single readings can be large; an effect the other way counts as inactive or inconclusive. Unless noted, on the % scale 0 is the no-effect control and ±100 the full control effect. Compounds were not picked by outcome, and some 7.8% of all compounds hit somewhere here.
entry	mol	HCMV inh	Sm TGR block	AmpC no deterg	AMA1 RON2 block	Giardia FBPA inh	AmpC inh detg
1	CCOc1ccc(CN(C)CC(=O)c2c(N)n(Cc3ccccc3)c(=O)n(CC)c2=O)cc1OC	34.5	2.0%	·	4.1%	-9.1%	-0.8%
2	COCC(=O)Nc1nnc(COc2ccc(Cl)cc2)s1	-1.2	-18.1%	-9.8%	-0.2%	-1.5%	?
3	Cc1sc(NC(=O)C2C3CCC(C3)C2C(=O)O)c(C(N)=O)c1-c1ccc(C(C)(C)C)cc1 (stereo unspecified)	-19.6	-2.3%	15.6%	-11.8%	10.3%	-8.8%
4	CCOc1ccc(-n2cnc3sc(C)c(C)c3c2=O)cc1	-6.4	-4.2%	-19.6%	-4.6%	-8.0%	?
5	O=C(NCCc1c[nH]c2ccc(Cl)cc12)c1ccc([N+](=O)[O-])cc1	?	1.4%	-21.9%	-3.8%	-3.6%	9.5%
6	CCc1nc2scc(-c3cccs3)c2c(=O)o1	11.9	-10.6%	-56.6%	-10.2%	-7.4%	-3.9%
7	CCOC(=O)C(C)(C)Sc1nc2c(cnn2-c2ccc(C)cc2)c(=O)[nH]1	-21.2	1.1%	-12.9%	-6.2%	-13.9%	?
8	Cc1csc2ncnc(NCCc3ccccn3)c12	?	-0.5%	0.5%	-7.1%	-15.4%	0.7%
9	CN(C(=O)COC(=O)c1ccccc1OCc1ccc(Cl)cc1)c1c(N)n(Cc2ccccc2)c(=O)[nH]c1=O	-1.7	3.7%	50.3%	-0.3%	·	-15.9%
10	O=C(NC(=S)Nc1ccc(CN2CCOCC2)cc1)c1ccc(-c2ccc(Cl)cc2)o1	-28.2	-28.3%	-16.1%	-3.3%	-5.2%	-2.2%
11	COc1ccc(C(C)=O)cc1COc1ccccc1[N+](=O)[O-]	10.7	11.2µM*	-18.2%	-2.5%	3.6%	5.5%
12	COc1ccc(CNC(=O)c2cc(-c3ccccc3OC)on2)cc1	28.4	5.4%	-30.0%	0.5%	5.6%	-6.3%
13	CCCCC(=O)Nc1cccc(-c2csc(-c3ccccc3)n2)c1	?	1.2%	?	10.5%	-1.7%	-9.9%
14	FC(F)(F)c1ccc(-n2cn[nH]c2=S)cc1	-4.6	0.0%	-9.1%	37.9%[activator]	-13.9%	2.5%
15	NC(=O)NC(CC(=O)NCCCc1ccccc1)c1ccccc1Cl (stereo unspecified)	-2.6	-3.2%	5.6%	5.2%	5.9%	8.1%
16	COc1ccc(CNC(=O)Cn2c(=O)ccc3cc(S(=O)(=O)N4CCCC4)ccc32)cc1	23.3	4.3%	·	·	·	-9.7%
17	O=C(CNC(=S)NC(=O)c1cccc([N+](=O)[O-])c1)c1ccccc1	86.2	-10.5%	12.6µM*	99.0%[activator]	0.3%	-8.0%
18	O=C(N/N=C/c1ccc(O)cc1)c1ccc(NC(=O)c2ccccc2Br)cc1	-7.1	8.6%	-33.6%	3.4%	2.7%	?
19	COCCOC(=O)c1[nH]c2c(c1C)C(=O)CC(c1ccc(N(C)C)cc1)C2 (stereo unspecified)	30.6	-17.5%	10.6%	-22.3%	-21.4%	-6.0%
20	CCC(=O)Nc1sc2c(c1C(=O)Nc1ccc(OC)cc1)CCC(C(C)(C)C)C2 (stereo unspecified)	-10.0	2.4%	·	·	·	0.4%
21	COCCCNC(=O)CCCn1c(=O)c2cccn2c2cccnc21	?	6.2%	·	·	·	2.1%
22	Cc1cccc(-n2c(SCC(N)=O)nc3c(c2=O)C2(CCCCC2)Cc2ccccc2-3)c1	-70.4*	2.6%	-19.5%	-7.4%	-0.4%	-7.9%
23	CN(CC(O)COc1c(F)cc(Br)cc1F)C1CCCCC1 (stereo unspecified)	?	-17.1%	-7.1%	1.9%	0.6%	-14.5%
24	COCCCN(C(=O)CSCc1ccc(C)cc1)c1c(N)n(Cc2ccccc2)c(=O)[nH]c1=O	-20.0	-9.4%	12.8%	4.0%	·	-4.9%
25	Cc1ccc(OCC(=O)N(C)CC(=O)Nc2ccccc2Cl)c([N+](=O)[O-])n1	-83.7*	-4.2%	-18.2%	45.6%[activator][11.6 µM]	·	?
26	CCOc1cccc2cc(C(=O)Oc3ccc(OC)cc3)c(=O)oc12	-10.7	39.8µM*	-16.5%	0.0%	-6.3%	-14.1%
27	CN(C1CCCCC1)S(=O)(=O)c1ccc(NC(=O)c2ccco2)cc1	-35.8	-5.4%	-23.9%	-4.8%	0.5%	1.9%
28	CCCOc1ccc(CCN2CCC(=O)NC2=O)cc1C	58.7	15.9%	25.5%	-0.6%	3.8%	-12.5%
29	Cc1ccc(S(=O)(=O)NC(C)c2ccccc2)cc1[N+](=O)[O-] (stereo unspecified)	-5.9	-28.1%	-11.4%	-3.2%	1.0%	1.3%
30	COc1ccc(-n2c3c(c(=O)[nH]c2=O)C(NC(C)=O)(C(F)(F)F)C(=O)N3)cc1 (stereo unspecified)	-4.5&-4.8	-0.3%&12.3%	1.5%	-4.5%	-15.7%	-6.2%&7.5%
31	O=C(CSc1nc(-c2ccccc2)c(-c2ccccc2)o1)Nc1nncs1	23.8	-2.3%	-30.4%	-5.6%	5.2%	-1.8%
32	O=C(CN1CCN(c2ccccc2)CC1)N1CCc2ccccc21	-34.6	-8.3%	6.4%	-14.1%	20.8%	-13.2%
33	Cc1ccc(Cl)cc1NC(=O)N1CCC(CN2CCCCCC2)CC1	-19.6	?	·	·	·	18.5%
34	COc1ccc(CC2c3cc(OC)c(OC)cc3CCN2C)cc1OC (stereo unspecified)	7.6	0.8%	-4.0%	-9.1%	-24.3%&-9.3%	?
35	Cc1ccc(N=C2C(=O)Nc3ccc(C)c(Br)c32)cc1	·	0.0%	-12.4%	-9.3%	-5.5%	1.2%
36	O=C(CN1CCOc2ccccc21)NCc1ccccc1	67.0	-5.8%	-5.7%	4.2%	2.2%	1.4%
37	Cc1cccnc1NC(=O)CSc1nnc(CNC(=O)c2cccc([N+](=O)[O-])c2)n1C	25.6	-2.3%	-7.5%	0.1%	·	2.2%
38	O=C(c1cccs1)N1CCN(Cc2ccccn2)CC1	0.7	25.6%[57.1 µM]	-11.8%	11.1%	?	7.0%
39	COc1ccccc1N1CCN(C(=O)c2ccc(Br)o2)CC1	-9.6	·	27.9%	11.8%	·	·
40	Cc1c(-c2cccs2)[n+](=O)c2c(n1[O-])CCC2	-28.6	0.0%	-27.9%	-9.6%	4.9%	-2.0%
41	CCCCC(=O)c1c(C)cc(C)[nH]c1=O	-5.0	50.8%[activator]	-42.1%	-7.5%	-2.4%	-1.9%
42	Cc1ccc(N2CC(C(=O)OCC(=O)Nc3cc(C)on3)CC2=O)c(C)c1 (stereo unspecified)	17.6	14.2%	4.9%	-1.1%	7.2%	3.3%
43	Cc1ccccc1CNC(=O)CCCn1c(=O)c2cccn2c2ccccc21	79.4	7.0%	·	·	·	11.9%
44	Cn1c(=O)c2c(nc(NCCCCO)n2Cc2ccccc2Cl)n(C)c1=O	7.1	0.4%	·	·	·	24.6%
45	CC(C)C[C@H](NC(=O)c1nc[nH]c1C(=O)NC1CCN(C(=O)OC(C)(C)C)CC1)C(=O)OC(C)(C)C	24.5	-33.5%	261.6%[activator]	118.5%[activator]	?	4.6%
46	O=C(O)CCC(=O)N1CCN(c2nc(-c3ccccc3Cl)c3cc(Br)ccc3n2)CC1	13.8	-14.8%	213.5%[activator]	45.6%[activator]	5.4%	-12.0%
47	COc1ccc(NC(=O)c2oc3ccccc3c2NC(=O)Cc2coc3ccc(C)cc23)cc1	40.4	2.3%	·	·	·	-1.6%
48	COc1ccc(NC(=S)NCCC(c2ccccc2)c2ccccc2)c(OC)c1	-60.4*	6.6%	-35.0%	45.8%[activator]	-8.3%	?
49	Cc1ccc(NC(=O)COC(=O)C2C3CC4OC(=O)C2C4C3)cc1 (stereo unspecified)	46.0	-15.0%	-7.3%	-16.0%	·	-2.9%
50	Cc1ccc(C)c(CSc2nc(-c3ccco3)nc3c2c(=O)n(C)c(=O)n3C)c1	·	-25.3%	-3.7%	·	4.9%	-1.8%

# Values by screen from the list:
# Compounds 42 to 48 in Sm TGR block read 14.2%, 7.0%, 0.4%, -33.5%, -14.8%, 2.3%, 6.6%

# Some of the entries so far, as labelled records:
37. Cc1cccnc1NC(=O)CSc1nnc(CNC(=O)c2cccc([N+](=O)[O-])c2)n1C
  HCMV inh = 25.6
  Sm TGR block = -2.3%
  AmpC no deterg = -7.5%
  AMA1 RON2 block = 0.1%
  Giardia FBPA inh = ·
  AmpC inh detg = 2.2%
38. O=C(c1cccs1)N1CCN(Cc2ccccn2)CC1
  HCMV inh = 0.7
  Sm TGR block = 25.6%[57.1 µM]
  AmpC no deterg = -11.8%
  AMA1 RON2 block = 11.1%
  Giardia FBPA inh = ?
  AmpC inh detg = 7.0%
39. COc1ccccc1N1CCN(C(=O)c2ccc(Br)o2)CC1
  HCMV inh = -9.6
  Sm TGR block = ·
  AmpC no deterg = 27.9%
  AMA1 RON2 block = 11.8%
  Giardia FBPA inh = ·
  AmpC inh detg = ·
40. Cc1c(-c2cccs2)[n+](=O)c2c(n1[O-])CCC2
  HCMV inh = -28.6
  Sm TGR block = 0.0%
  AmpC no deterg = -27.9%
  AMA1 RON2 block = -9.6%
  Giardia FBPA inh = 4.9%
  AmpC inh detg = -2.0%

# (listing goes on)
entry	mol	HCMV inh	Sm TGR block	AmpC no deterg	AMA1 RON2 block	Giardia FBPA inh	AmpC inh detg
51	COc1cc(Br)c(C(C)NC(=O)c2ccc(C)cc2)cc1OC (stereo unspecified)	4.4	0.3%	-7.1%	2.7%	14.6%	0.5%
52	Nc1ccc2oc(-c3cc(Br)ccc3Cl)nc2c1	36.7	-25.6%	0.0%	22.6%	-1.2%	-0.8%
53	COc1ccc(NC(=S)N2CCN(C(=O)C3CCCO3)CC2)cc1 (stereo unspecified)	-31.5	-25.3%	17.8%	-4.2%	·	-0.8%
54	CC(C)(C)[C@H]1C=C(C(=O)Nc2ccccc2)O[C@@H](OCc2ccc(CO)cc2)C1	-36.6	-11.6%	29.7%	9.0%	-9.9%	-5.6%
55	COc1ccc(/C=N/NC(=O)c2ccncc2)c(OC)c1	31.1	11.3%	5.6%	15.5%	-1.9%	1.7%
56	FC(F)(F)c1cc(-c2cccs2)nc(-n2cc(Br)cn2)n1	1.8	-4.9%	0.2%	7.2%	-0.6%	-7.0%
57	CCOCCc1nn2c(=O)cc(COC(=O)c3ccccc3NC(=O)c3ccc(C)cc3)nc2s1	66.6	-1.3%	·	·	·	-12.7%
58	O=C(CSCc1c(F)cccc1Cl)NNC(=S)NC1CCCCC1	-16.2	3.9%	-23.7%	5.2%	·	2.5%
59	O=C(/C=C/c1ccccc1)NCc1cccnc1	-34.0	5.6%	-10.7%	-0.9%	1.2%	3.2%
